Screens deposited in PubChem by The Scripps Research Institute Molecular Screening Center.
PP5 primary: PP5 phosphatase inhibitors, primary screen, biochemical, fluorescence | Serine/threonine-protein phosphatase 5 (Homo sapiens), P53041 | purified PP5c, OMFP substrate fluorescence | inhibition, % at 6.7 µM | hit rate 0.18% among 320,000 | AID 1987, 2009;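 active = inhibition above the campaign's mean inhibition across all tested compounds plus 3 SD, cut at about 9.5% in these data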;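 also: 0% = DMSO only and 100% = 100 µM cantharidin control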
Target sequence (P53041 whole entry, looked up): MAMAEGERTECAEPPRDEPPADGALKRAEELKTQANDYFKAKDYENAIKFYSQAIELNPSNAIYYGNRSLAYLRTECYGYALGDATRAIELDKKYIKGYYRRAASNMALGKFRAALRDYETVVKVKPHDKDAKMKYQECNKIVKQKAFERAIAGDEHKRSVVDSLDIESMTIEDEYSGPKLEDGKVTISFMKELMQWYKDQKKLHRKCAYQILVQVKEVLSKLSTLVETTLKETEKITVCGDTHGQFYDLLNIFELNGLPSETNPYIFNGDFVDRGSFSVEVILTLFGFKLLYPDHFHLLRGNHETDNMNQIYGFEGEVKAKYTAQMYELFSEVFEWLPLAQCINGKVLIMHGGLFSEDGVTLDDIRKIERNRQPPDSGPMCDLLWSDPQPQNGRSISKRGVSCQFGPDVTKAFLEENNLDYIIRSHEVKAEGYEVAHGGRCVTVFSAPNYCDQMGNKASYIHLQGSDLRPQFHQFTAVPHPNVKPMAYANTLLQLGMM
TPT1 inhibitor: Candida albicans TPT1 enzyme inhibitors, primary screen, biochemical, fluorescence polarization; tRNA 2'-phosphotransferase TPT1 (Candida albicans SC5314); recombinant caTPT1, FP RNA substrate dephosphorylation; inhibition, % at 5 µM; hit rate 0.81% among 300,000; AID 1962, 2009;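 active = inhibition above the mean of all tested compounds plus 3 SD, set per screening campaign, cut at about 24% in these data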;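 also: plate controls were DMSO alone for no effect and ferristatin control at 100 nM for full effect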
procasp3 activ: activators of human procaspase-3 D3A mutant, primary screen, biochemical, absorbance, PC-3 D3A mutant, single concentration; Caspase-3 (Homo sapiens), P42574; recombinant procaspase-3 D3A, Ac-DEVD-pNA absorbance 405 nm; activation, % at 8.5 µM; hit rate 0.11% among 330,000;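 active = activation above the mean of all tested compounds plus 3 SD, cut at about 21% in these data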;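 also: 0% = DMSO alone and 100% = DMSO wells spiked with extra 5 µM PC-3 D3A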
Target sequence (P42574 whole entry D9A/D28A/D175A): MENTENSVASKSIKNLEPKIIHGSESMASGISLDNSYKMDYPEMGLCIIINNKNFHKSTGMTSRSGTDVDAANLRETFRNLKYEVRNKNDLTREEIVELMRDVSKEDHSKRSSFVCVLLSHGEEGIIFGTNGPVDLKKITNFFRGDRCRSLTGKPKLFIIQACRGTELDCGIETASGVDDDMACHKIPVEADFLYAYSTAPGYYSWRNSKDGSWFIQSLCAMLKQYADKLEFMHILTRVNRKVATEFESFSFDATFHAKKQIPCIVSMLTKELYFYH
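Assay system – Procaspase-3 D3A mutant, all three cleavage aspartates alanine · Controls – DMSO-only low control, 5 µM PC-3 D3A high control · Schedule – 1 h compound preincubation, 2 h substrate hydrolysis at 25 °C · Signal – 405 nm absorbance of p-nitroaniline, reads at 0 and 120 min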
procasp7 counter: procaspase-7 activators, primary screen, counter-screen for procaspase-3 activator project, biochemical, absorbance, HTS, human; hit rate 0.093% among 330,000; recombinant procaspase-7, Ac-DEVD-pNA absorbance 405 nm; D23A/D198A/D206A triple mutant, cannot self-cleave; scale: DMSO 0, 5 µM enzyme 100; activation, % at 8.5 µM; AID 463210, 2010;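 active = percent activation above the screen-wide mean plus 3 SD, cut at about 25% in these data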
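Assay system – Uncleavable procaspase-7 mutant enzyme · Quantity – 2 µM procaspase-7 mutant as dispensed · Times – 1 h preincubation, 2 h reaction · Dosing – single nominal 8.5 µM compound dose, 0.8% DMSO final · Buffer or medium – Zinc-free 50 mM HEPES buffer, pH 7.4, with NaCl and Triton X-100 · Detection – Epi-absorbance of released pNA at 405 nm, two timepoints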
PP1 inh: PP1-alpha phosphatase inhibitors, primary screen, counter-screen for PP5 inhibitor project, biochemical, fluorescence, OMFP substrate, single point; purified PP1alpha; hit rate 0.9% among 320,000; Serine/threonine-protein phosphatase PP1-alpha catalytic subunit (Homo sapiens), P62136; inhibition, % at 6.7 µM;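 active = inhibition above the mean inhibition of all tested compounds plus 3 SD, computed separately for each screening campaign, cut at about 15% in these data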
AHR activator: AHR activators, primary screen, cell-based, luminescence, luciferase reporter, human | AHR-responsive luciferase reporter cells | activation, % at 5 µM | hit rate 2.5% among 320,000; in the data active = activation above about 47%;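 also: 0% = vehicle wells and 100% = reference agonist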
CTSL1 counter: Fasciola hepatica cathepsin L1 inhibitors, primary screen, counter-screen for PFM18AAP inhibitor project, biochemical, QFRET, fluorogenic peptide substrate; recombinant F. hepatica cathepsin L1, Z-Leu-Arg-MCA fluorescence; inhibition, % at 5.96 µM; hit rate 0.49% among 300,000;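 active = inhibition above the mean of all tested compounds plus 3 SD, set per screening campaign, cut at about 17% in these data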;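 also: 0% = plate median of test compound wells and 100% = 1 µM Z-Phe-Ala-diazomethylketone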
PAFAH2 FP inh: PAFAH2 enzyme inhibitors, primary screen, biochemical, fluorescence polarization, human; Platelet-activating factor acetylhydrolase 2, cytoplasmic (Homo sapiens), Q99487; recombinant PAFAH2, FP-rhodamine activity probe; AID 492956, 2010; hit rate 0.99% among 340,000; inhibition, % at 3.39 µM;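 active = inhibition above the mean over all tested compounds plus 3 SD, cut at about 30% in these data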;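 also: inhibitors block probe labeling of enzyme so polarization drops; 0% = enzyme with DMSO and 100% = wells lacking PAFAH2 protein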
HCV core dimer: inhibitors of HCV core protein dimerization, primary screen, biochemical, TR-FRET, high-throughput; TR-FRET GST/Flag-core106 dimerization, 1536-well; inhibition, % at 5 µM; hit rate 0.33% among 300,000; AID 1899, 2009;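 active = inhibition above the mean of all tested compounds plus 3 SD, set per screening campaign, cut at about 45% in these data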
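assay system = GST-tagged and Flag-tagged HCV core protein residues 1-106 | controls = unlabelled core106 and no-GST-core106 wells | incubation = compound-protein-antibody incubation 4 h at 22.5 °C | probe or stimulus = Eu donor and XL665 acceptor anti-tag antibodies | read-out = % inhibition based on acceptor/donor emission ratio | signal = TR-FRET 671 and 617 nm emission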
Numbers without * were called inactive; · = not tested or not shown. Rows were taken by chance. Share with any hit: about 5.6%.

item	mol	PP5 primary	TPT1 inhibitor	procasp3 activ	procasp7 counter	PP1 inh	AHR activator	CTSL1 counter	PAFAH2 FP inh	HCV core dimer
1	CC1=C(C(=O)OCC2CCCO2)C(c2cccc(C(F)(F)F)c2)C2=C(CC(c3ccco3)CC2=O)N1 (configuration not stated)	3.0	0.8	3.7	7.5	4.3	0.3	2.3	1.6	9.3
2	CCOC(=O)c1sc(NC(=O)CCN2CC(C)OC(C)C2)c(C(=O)OCC)c1C (configuration not stated)	-0.8	1.3	0.7	7.9	-5.8	-4.0	7.4	·	-5.6
3	Cc1ccc2[nH]c(=O)c(CN(CC3CCCO3)C(=O)c3cccs3)cc2c1 (configuration not stated)	3.6	1.9	2.5	-3.1	1.3	6.1	0.2	5.2	9.9
4	Cc1ccc(OCC(=O)N/N=C/c2ccco2)cc1	-0.1	-7.1	-4.5	-4.3	2.7	1.8	3.4	1.6	0.8
5	CCOC(=O)c1ncn2c1[C@@H]1CCNC1C(=O)c1cc(OC)ccc1-2 (some centres not stated)	4.9	0.5	7.4	-1.0	-12.1	1.0	-3.0	4.2	-10.6
6	COCCn1c(Cc2ccccc2)nnc1SCC(=O)NC(C)C	-0.2	-2.3	6.1	-3.2	3.1	-1.0	-0.5	-0.7	-6.1
7	CCC(C(=O)Nc1ccccc1OC)n1c(C(=O)OC)cc2ccsc21 (configuration not stated)	5.5	-2.6	-4.2	6.7	5.3	22.5	1.0	-17.2	2.6
8	COc1ccccc1-c1noc(-c2cc(OC)c(OC)c(OC)c2)n1	0.6	-0.8	2.6	3.6	-0.8	24.2	2.2	4.2	9.2
9	CN1CCC(OC(=O)COc2ccc(Cl)cc2Cl)CC1	1.2	1.1	-3.3	1.6	0.0	-0.2	1.1	-3.0	5.2
10	COCCNC(=O)c1ccc(N2CCCCC2)c(NS(=O)(=O)c2ccc(C)cc2)c1	1.1	-2.4	0.1	5.5	0.0	-0.1	0.7	0.8	-1.0
11	c1ccc2c(c1)ccc1nnc(SCc3ccc4c(c3)OCO4)n12	1.1	0.2	2.3	8.4	0.2	65.4*	1.1	-2.5	-1.0
12	COc1ccc(C(=O)N/N=C/c2ccc(N(C)c3ccccc3)cc2)cc1	4.2	0.4	41.0*	43.6*	2.4	4.2	7.3	·	5.7
13	COc1ccccc1C(=O)C1CCCN(C(=O)c2cc(C(C)C)no2)C1 (configuration not stated)	-0.8	-1.0	7.0	4.5	2.2	1.0	-6.1	3.5	-1.9
14	COc1ccc(Cn2nnnc2C(c2ccccc2Cl)N2CCC(C(N)=O)CC2)cc1 (configuration not stated)	-0.6	-0.3	2.4	1.8	-5.1	3.8	-2.4	3.6	-1.6
15	O=C(CCn1cncn1)N1CCCC(N2CCN(c3cccc(C(F)(F)F)c3)CC2)C1 (configuration not stated)	1.3	-0.5	2.4	-6.4	-0.1	1.1	-2.4	-1.5	-1.9
16	CCn1c(SCC(=O)c2ccccc2)nc2c(c1=O)SC(C)C2 (configuration not stated)	0.3	1.0	-3.3	-4.7	4.9	-2.1	-2.1	2.7	12.9
17	OCC[C@@H]1C[C@@H](O)[C@H](O)[C@]2(CCc3ccccc3O2)O1	-1.5	0.0	-2.5	-4.0	0.2	0.0	-1.8	8.8	-6.4
18	Cc1ccc(S(=O)(=O)N(CC(=O)NCc2ccccc2Cl)C(=O)N2CCN(C)CC2)cc1	-1.2	-0.5	3.0	9.2	-5.6	-0.9	1.5	9.4	-0.8
19	O=C(Nc1ccncc1)c1cn(-c2ccccc2)nc1-c1cccs1	5.3	-2.7	-1.6	4.6	10.8	24.0	4.2	-25.5	4.8
20	O=S1(=O)N=C(N/N=C/c2ccco2)c2ccccc21	-1.0	-3.4	0.3	-8.0	-1.4	0.3	5.8	1.5	0.1
21	O=[N+]([O-])c1ccc(/C=N/Nc2nc(N3CCOCC3)nc(N3CCOCC3)n2)cc1	1.6	-6.3	4.6	3.6	-5.5	-0.1	2.5	-3.2	-4.0
22	CC12CCC(=O)N1C(C(=O)OCC(=O)Nc1ccc(S(N)(=O)=O)cc1)CS2 (configuration not stated)	-0.3	4.7	-6.1	2.8	-2.7	-0.1	0.2	-4.8	-5.0
23	COc1ccc(NC(=S)N2CCC(NC(=O)c3ccc(F)cc3)CC2)cc1	0.9	-2.7	-1.1	0.9	-3.6	-0.1	-1.4	-3.4	-4.4
24	COc1ccc(CNC(=O)CN(C(=O)CCC(=O)Nc2ccccn2)c2ccc(C)cc2)cc1	0.6	-0.3	6.7	4.6	1.5	-1.4	0.6	5.5	13.9
25	Cc1ccc(Cl)cc1NC(=O)CCCN1C(=O)c2cccnc2C1=O	-1.2	0.8	12.5	2.9	4.0	2.0	0.4	1.1	-4.2
26	Cc1nc2ccc(S(=O)(=O)NCC(=O)N3CCN(c4ccccc4)CC3)cc2s1	-1.6	2.3	-3.2	-4.7	-1.7	-0.5	-1.4	6.7	1.5
27	COc1cc(/C=C/C(=O)OCC(=O)Nc2ccc3c(c2)OCO3)ccc1O	·	·	3.2	-10.6	·	4.3	·	81.9*	·
28	CCOC(=O)/C(C#N)=C\C1=C(N2CCOCC2)CC(C)(C)OC1	0.5	3.4	-16.0	-8.1	-1.4	0.1	4.6	-2.6	-2.0
29	CCOc1cc(C(=O)N/N=C(\C)Cc2ccc(OC)cc2)cc(OCC)c1OCC	-0.8	-0.4	15.8	6.0	-1.4	3.8	3.1	2.7	1.0
30	CN(Cc1ccccc1)CC(O)COc1ccc(CNCc2ccc(Cl)s2)cc1 (configuration not stated)	1.4	-3.1	-3.9	4.9	0.7	-0.8	-2.2	6.7	-2.9
31	COc1ccc(S(=O)(=O)NCc2ccc(C(=O)N3CCc4ccccc4C3)cc2)cc1	1.2	-0.8	4.7	9.6	-0.2	12.0	4.4	3.1	6.8
32	O=C(COC(=O)c1ccco1)Nc1nnc(-c2ccccc2)o1	-2.1	0.6	0.6	-3.8	1.0	2.2	-2.4	-0.1	-0.8

Only PAFAH2 FP inh and procasp3 activ, for some of the entries so far:
entry	compound	PAFAH2 FP inh	procasp3 activ
15	O=C(CCn1cncn1)N1CCCC(N2CCN(c3cccc(C(F)(F)F)c3)CC2)C1 (configuration not stated)	-1.5	2.4
16	CCn1c(SCC(=O)c2ccccc2)nc2c(c1=O)SC(C)C2 (configuration not stated)	2.7	-3.3

The results go on.
item	mol	PP5 primary	TPT1 inhibitor	procasp3 activ	procasp7 counter	PP1 inh	AHR activator	CTSL1 counter	PAFAH2 FP inh	HCV core dimer
33	CCc1nc2ccc(C(=O)N3CCN(c4ccccc4F)CC3)cc2nc1CC	-1.7	1.8	-1.2	9.7	-1.9	0.6	-0.9	-0.6	7.3
34	O=C(NC1=NCCS1)c1cc(-c2cccs2)nc2ccccc12	-0.3	-5.3	-0.2	-3.3	-4.1	17.4	-1.3	-6.0	12.1
35	Nc1n[nH]c(N)c1N=Nc1ccc(Cl)cc1Cl	4.8	1.2	-9.2	-6.5	-3.0	-6.5	0.3	-2.2	-11.1
36	NC(=O)CC(NC(=O)c1cccc(Br)c1)c1ccc(N2CCC(N3CCCCC3)CC2)c([N+](=O)[O-])c1 (configuration not stated)	1.0	0.6	-4.1	-5.5	-0.1	-0.1	-4.0	2.9	-4.3
37	Brc1ccc2ncnc(NCc3cccnc3)c2c1	-0.2	-1.6	-8.0	6.5	-4.1	46.4	-1.7	4.8	12.1
38	COc1cccc(-n2c(=S)[nH]c3c(oc4ccccc43)c2=O)c1	3.4	1.6	-2.4	-3.6	2.7	64.8*	1.7	-5.0	4.6
39	O=C(CCl)N1CCN(S(=O)(=O)c2ccc3c(c2)CCC3)CC1	-1.2	·	-0.2	-8.5	-3.0	-1.2	·	0.3	·
40	COc1cc(C(=O)NNC(=S)NC(=O)c2ccc(F)cc2)cc(OC)c1OC	2.2	-2.9	-2.8	-17.4	0.2	0.6	2.8	50.9*	3.7
41	CCOc1ccc(N/C=C/C(=O)c2ccc(OC)cc2)c([N+](=O)[O-])c1	2.9	-3.3	2.8	-17.0	-4.9	-1.9	0.2	1.2	0.5
42	Cn1cc(S(=O)(=O)N2CCN(c3ccc(F)cc3)CC2)c(=O)n(C)c1=O	-0.2	-2.4	6.8	3.9	-2.1	1.4	-3.3	-2.8	-6.5
43	C=CCNC(=O)/C(=C\c1cccc([N+](=O)[O-])c1)NC(=O)c1ccccc1	4.5	0.3	2.7	3.4	-1.9	1.2	-3.6	-3.5	-0.9
44	O=S(=O)(NCC1CCCO1)c1ccccc1F (configuration not stated)	2.6	-0.5	9.0	19.4	5.4	-0.6	1.8	-1.3	4.9
45	COc1cccc(/C=C/C(=O)NCc2cn3cc(Cl)ccc3n2)c1	0.2	-1.0	0.3	5.3	-2.5	1.2	2.0	3.4	0.8
46	COc1cc(Nc2ccccn2)cc(C(=O)Nc2cccc(C(F)(F)F)c2)c1	6.6	3.7	-2.9	-8.2	4.0	30.7	-1.6	-9.1	-15.0
47	COc1ccc(C(=O)C2CCN(C(=S)NCCc3ccccc3)CC2)cc1	0.1	-4.1	-1.9	3.1	0.1	2.5	4.6	1.9	-2.8
